Screening results: PubChem, Sanford-Burnham Center for Chemical Genomics
CCR6 antagonist: blocks CCL20-driven beta-arrestin recruitment at human CCR6. inhibition, % at 20 µM. P51684. 340,000 compounds, 0.49% hits. CHO-K1 CCR6 PathHunter beta-arrestin, luminescence, CCL20-stimulated;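 active = compounds whose inhibition of the agonist-driven luminescence signal at 20 µM reaches about 50%, limit read from the data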;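 note: cells stimulated with CCL20 at 14 nM final; plate controls were DMSO with CCL20 for no effect and DMSO without agonist for full effect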
Target sequence (P51684 whole entry, looked up): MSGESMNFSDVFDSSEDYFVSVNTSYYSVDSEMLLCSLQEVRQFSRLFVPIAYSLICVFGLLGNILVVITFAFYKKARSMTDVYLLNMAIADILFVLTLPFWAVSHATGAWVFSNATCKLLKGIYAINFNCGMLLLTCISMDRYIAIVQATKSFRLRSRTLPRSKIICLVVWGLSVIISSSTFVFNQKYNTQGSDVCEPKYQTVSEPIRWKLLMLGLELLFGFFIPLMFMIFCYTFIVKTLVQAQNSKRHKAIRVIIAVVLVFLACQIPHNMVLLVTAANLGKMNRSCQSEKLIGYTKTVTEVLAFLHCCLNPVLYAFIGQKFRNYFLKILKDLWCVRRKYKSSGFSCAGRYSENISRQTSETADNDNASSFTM
UBC13 polyUb: inhibitors of human UBC13 polyubiquitin chain formation | 330,000 compounds, 0.47% hits | TR-FRET | inhibition, % at 20 µM | P61088; in the data active = inhibition above about 45%, passing the limit was not always enough; inconclusive = no clear call, values can overlap the other calls
Target sequence (P61088 whole entry, looked up): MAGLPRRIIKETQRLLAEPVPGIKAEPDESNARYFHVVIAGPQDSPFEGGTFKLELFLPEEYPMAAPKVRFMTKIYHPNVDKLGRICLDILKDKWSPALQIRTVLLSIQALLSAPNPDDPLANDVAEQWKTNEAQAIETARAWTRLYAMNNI
697 NFkB inh: lowers PMA/ionomycin-induced NF-kB signal in 697 B cells. inhibition, % at 4 µM. 697 B-cell NF-kB luciferase reporter, 16 h. AID 435022. 330,000 compounds, 0.33% hits; in the data active = inhibition above about 35%
Jurkat NFkB inh: lowers PMA/ionomycin-induced NF-kB signal in Jurkat cells; PMA/ionomycin-induced NF-kB luciferase reporter, luminescence; AID 435003; 330,000 compounds, 0.53% hits; inhibition, % at 4 µM
EBI2 antag: antagonists of human EBI2 receptor; 360,000 compounds, 0.81% hits; EBI2 beta-arrestin recruitment, luminescence, 7a,25-OHC stimulated; P32249; inhibition, % at 5 µM; in the data active = inhibition above about 38%;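 note: enzyme fragment complementation signal reports receptor beta-arrestin coupling in cells; 0% = agonist plus DMSO wells and 100% = wells without agonist; some results beyond the cut were filed as inactive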
SENP8 inh: inhibitors of human SENP8 protease | Q96LD8 | purified SENP8, Z-RLRGG-aminoluciferin cleavage, luminescence | inhibition, % at 10 µM | 330,000 compounds, 1.2% hits | AID 2540
Target sequence (Q96LD8 whole entry, looked up): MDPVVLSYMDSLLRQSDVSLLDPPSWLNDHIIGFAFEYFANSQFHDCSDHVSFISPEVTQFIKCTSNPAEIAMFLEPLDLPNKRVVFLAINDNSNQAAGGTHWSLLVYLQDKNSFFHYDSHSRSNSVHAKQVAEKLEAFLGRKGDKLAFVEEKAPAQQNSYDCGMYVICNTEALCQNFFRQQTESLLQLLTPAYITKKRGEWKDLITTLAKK
Apaf1 inhib: blocks human Apaf-1 apoptosome activity | O14727 | inhibition, % at 20 µM | reconstituted apoptosome caspase-3 activity, DEVD-Rh110 fluorescence | 330,000 compounds, 0.71% hits; active = inhibition of at least 40% at 20 µM;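 note: plate controls were DMSO wells for no effect and DEVD-CHO caspase inhibitor wells for full effect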
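System: Apoptosome proteins | Medium: Hepes pH 7.5 with detergent and BSA | Also added: Cytochrome c trigger plus (Z-DEVD)2-Rh110 caspase-3 substrate | Incubation: 30 min compound preincubation, 50 min activation, room temperature | Detection: Rhodamine 110 fluorescence at Ex 480/Em 540 nm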
Gli-Sufu block: blocks Gli-Sufu signaling in a luciferase reporter; inhibition, % at 5 µM; 340,000 compounds, 0.74% hits; Sufu-KO-LIGHT fibroblasts, Gli luciferase reporter luminescence;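 active = inhibition above about 55%, limit read from the data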;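 note: 0% = DMSO-treated cells and 100% = wells with medium but no cells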
The depositor's hits bear a star. Cut-off read from the data, not from the text of the source, unless noted: active = inhibition above about 50%; inactive = the rest.

Results for C=CC(C)(C)O[C@@H]1O[C@H](CO)[C@@H](O)[C@H](O)[C@H]1O ?
CCR6 antagonist: -4; UBC13 polyUb: 4; 697 NFkB inh: 10; Jurkat NFkB inh: -7; EBI2 antag: -24; SENP8 inh: -4; Apaf1 inhib: 0; Gli-Sufu block: -5

What do the screens show for `c1ccc2c3nnc4n(c-3nc2c1)CCCS4`?
CCR6 antagonist: 5; UBC13 polyUb: -26; 697 NFkB inh: -6; Jurkat NFkB inh: -10; EBI2 antag: 1; SENP8 inh: -12; Apaf1 inhib: -12; Gli-Sufu block: -37

How did CC(C)=CC(=O)Nc1nnc(-c2ccccc2C)s1 do in these assays?
CCR6 antagonist: -19; UBC13 polyUb: -16; 697 NFkB inh: -73; Jurkat NFkB inh: -85; EBI2 antag: 2; SENP8 inh: -15; Apaf1 inhib: 9; Gli-Sufu block: -77

Results for CCn1cc(C(=O)NCc2ccccc2OC)c(=O)c2cc(S(=O)(=O)N(C)C)ccc21 ?
CCR6 antagonist: 20; UBC13 polyUb: 6; 697 NFkB inh: 26; Jurkat NFkB inh: 6; EBI2 antag: -3; SENP8 inh: 2; Apaf1 inhib: -1; Gli-Sufu block: 0

Results for O=C(COC(=O)c1ccccc1F)Nc1ccc(S(=O)(=O)N2CCOCC2)cc1 ?
CCR6 antagonist: -4; UBC13 polyUb: 8; 697 NFkB inh: 12; Jurkat NFkB inh: 2; EBI2 antag: 4; SENP8 inh: 9; Apaf1 inhib: -4; Gli-Sufu block: -28

Results for O=[N+]([O-])c1cc(S(=O)(=O)N2CCCC2)ccc1NN=C1CCCC1 ?
CCR6 antagonist: 14; UBC13 polyUb: -32; 697 NFkB inh: -3; Jurkat NFkB inh: 7; EBI2 antag: -13; SENP8 inh: -3; Apaf1 inhib: 12; Gli-Sufu block: 2

What do the screens show for `NC(=O)CN1CCN(Cc2ccc3c(c2)OCO3)CC1`?
CCR6 antagonist: 18; UBC13 polyUb: 0; 697 NFkB inh: 3; Jurkat NFkB inh: -4; EBI2 antag: 5; SENP8 inh: -4; Apaf1 inhib: -11; Gli-Sufu block: -9

How did O=C(NCc1ccc(F)cc1)C(=O)NCC1OCCN1S(=O)(=O)c1cccs1 (stereo not given) do in these assays?
CCR6 antagonist: 4; UBC13 polyUb: -4; 697 NFkB inh: 5; Jurkat NFkB inh: 6; EBI2 antag: 2; SENP8 inh: 8; Apaf1 inhib: -1; Gli-Sufu block: -5

What do the screens show for `CC(C)CCN1C(=O)c2ccc(C(=O)Nc3ccccn3)cc2C1=O`?
CCR6 antagonist: 18; UBC13 polyUb: 8; 697 NFkB inh: 1; Jurkat NFkB inh: 12; EBI2 antag: 5; SENP8 inh: -4; Apaf1 inhib: 11; Gli-Sufu block: -14

Results for CC(=O)c1cn(C)c(=O)c2ccccc12 ?
CCR6 antagonist: -1; UBC13 polyUb: -3; 697 NFkB inh: -5; Jurkat NFkB inh: 8; EBI2 antag: -10; SENP8 inh: -2; Apaf1 inhib: 1; Gli-Sufu block: -3

What do the screens show for `CC1CC(C)CN(CCCNC(=O)c2cc3c(s2)-c2ccccc2OC3)C1` (stereo not given)?
CCR6 antagonist: 21; UBC13 polyUb: 45*; 697 NFkB inh: 6; Jurkat NFkB inh: 14; EBI2 antag: 4; SENP8 inh: -7; Apaf1 inhib: 13; Gli-Sufu block: 27

Results for Nc1c(Cl)cc(C2=NCCn3c2c2ccccc2[n+]3[O-])cc1Cl ?
CCR6 antagonist: 1; UBC13 polyUb: 19; 697 NFkB inh: 4; Jurkat NFkB inh: 17; EBI2 antag: 3; SENP8 inh: 3; Apaf1 inhib: -1; Gli-Sufu block: -5

How did NC(=S)Nc1ccc(F)cc1F do in these assays?
CCR6 antagonist: -4; UBC13 polyUb: 2; 697 NFkB inh: 2; Jurkat NFkB inh: -9; EBI2 antag: -12; SENP8 inh: -5; Apaf1 inhib: -16; Gli-Sufu block: -12

How did CCn1ccnc1[C@@H]1C[C@H]2CN(Cc3ccccc3OC)C(=O)[C@]23CCCN13 do in these assays?
CCR6 antagonist: 0; UBC13 polyUb: -14; 697 NFkB inh: -55; Jurkat NFkB inh: -4; EBI2 antag: 4; SENP8 inh: -11; Apaf1 inhib: 5; Gli-Sufu block: 4

Results for S=c1nc(-c2ccccc2)[nH]c2ccccc12 ?
CCR6 antagonist: 4; UBC13 polyUb: inconclusive; 697 NFkB inh: -3; Jurkat NFkB inh: -18; EBI2 antag: 5; SENP8 inh: -7; Apaf1 inhib: 10; Gli-Sufu block: -1

What do the screens show for `CCS(=O)(=O)n1nc(-c2ccc(Cl)cc2)nc1SCc1ccccc1`?
CCR6 antagonist: 2; UBC13 polyUb: -5; 697 NFkB inh: -87; Jurkat NFkB inh: -24; SENP8 inh: -12; Apaf1 inhib: 26; Gli-Sufu block: -52

What do the screens show for `COc1ccccc1C(=O)Nc1ccc(N2CCN(C(C)=O)CC2)cc1`?
CCR6 antagonist: 11; UBC13 polyUb: -1; 697 NFkB inh: 0; Jurkat NFkB inh: -3; EBI2 antag: 1; SENP8 inh: -2; Apaf1 inhib: -2; Gli-Sufu block: -3

Results for Cc1cc(C)cc(Oc2nn[nH]n2)c1 ?
CCR6 antagonist: -5; UBC13 polyUb: -3; 697 NFkB inh: -2; Jurkat NFkB inh: -2; EBI2 antag: -6; SENP8 inh: -3; Apaf1 inhib: -1; Gli-Sufu block: 0

What do the screens show for `CCCN1C2CCCC1CC(NC(=O)c1ccccc1OCC)C2` (stereo not given)?
CCR6 antagonist: 2; UBC13 polyUb: 4; 697 NFkB inh: -1; Jurkat NFkB inh: 0; EBI2 antag: -1; SENP8 inh: -6; Apaf1 inhib: -4; Gli-Sufu block: 21

Results for CC1CCCC(NC(=O)CCC(=O)NCc2ccccc2)C1C (stereo not given) ?
CCR6 antagonist: -4; UBC13 polyUb: 1; 697 NFkB inh: 5; Jurkat NFkB inh: -1; EBI2 antag: -4; SENP8 inh: 10; Apaf1 inhib: 2; Gli-Sufu block: -2

Of the compounds above, 2 have two or more sulfur atoms:
How did O=C(NCc1ccc(F)cc1)C(=O)NCC1OCCN1S(=O)(=O)c1cccs1 (stereo not given) do in these assays?
CCR6 antagonist: 4; UBC13 polyUb: -4; 697 NFkB inh: 5; Jurkat NFkB inh: 6; EBI2 antag: 2; SENP8 inh: 8; Apaf1 inhib: -1; Gli-Sufu block: -5

What do the screens show for `CCS(=O)(=O)n1nc(-c2ccc(Cl)cc2)nc1SCc1ccccc1`?
CCR6 antagonist: 2; UBC13 polyUb: -5; 697 NFkB inh: -87; Jurkat NFkB inh: -24; SENP8 inh: -12; Apaf1 inhib: 26; Gli-Sufu block: -52

Remaining list, next part:
What do the screens show for `CN1CCN(CCC=C2c3ccccc3Sc3ccc(S(=O)(=O)N(C)C)cc32)CC1`?
CCR6 antagonist: 25; UBC13 polyUb: 33; 697 NFkB inh: -97; Jurkat NFkB inh: -62; EBI2 antag: -10; SENP8 inh: 8; Apaf1 inhib: 37; Gli-Sufu block: 6

How did CC1CCCC(C)N1C(=O)COC(=O)c1ccc(S(=O)(=O)N(C)c2ccccc2)cc1 (stereo not given) do in these assays?
CCR6 antagonist: 17; UBC13 polyUb: -5; 697 NFkB inh: -8; Jurkat NFkB inh: -4; EBI2 antag: 8; SENP8 inh: -14; Apaf1 inhib: 32; Gli-Sufu block: 2

What do the screens show for `Cc1cccc(NC(=O)c2cccc(C(=O)Nc3cccc(C)c3)n2)c1`?
CCR6 antagonist: 9; UBC13 polyUb: 5; 697 NFkB inh: 19; Jurkat NFkB inh: 13; EBI2 antag: 3; SENP8 inh: -5; Apaf1 inhib: -32; Gli-Sufu block: 3

Results for COc1ccccc1N(CC(=O)N/N=C/c1ccc(OCC(=O)NCc2ccco2)cc1)S(=O)(=O)c1ccc(C)cc1 ?
CCR6 antagonist: -9; UBC13 polyUb: 0; 697 NFkB inh: 8; Jurkat NFkB inh: 5; EBI2 antag: 11; SENP8 inh: 13; Apaf1 inhib: 14; Gli-Sufu block: 2

Results for CN(C)C(CNC(=O)c1cccc(S(=O)(=O)Nc2ccccc2Cl)c1)c1ccco1 (stereo not given) ?
CCR6 antagonist: 3; UBC13 polyUb: -13; 697 NFkB inh: 16; Jurkat NFkB inh: 13; EBI2 antag: -2; SENP8 inh: 1; Apaf1 inhib: 11; Gli-Sufu block: 8

What do the screens show for `O=C(Nc1ccc(N2C(=O)C3C4C=CC(C4)C3C2=O)cc1)Nc1nnc(C(F)(F)F)s1` (stereo not given)?
CCR6 antagonist: -4; UBC13 polyUb: 6; 697 NFkB inh: -7; Jurkat NFkB inh: 1; EBI2 antag: -4; SENP8 inh: 1; Apaf1 inhib: 5; Gli-Sufu block: -2

How did CCN(c1ccc(NC(=O)COC(=O)c2ccc([N+](=O)[O-])o2)cc1)C(C)C do in these assays?
CCR6 antagonist: -9; UBC13 polyUb: -11; 697 NFkB inh: -5; Jurkat NFkB inh: -20; EBI2 antag: -13; SENP8 inh: -6; Apaf1 inhib: 24; Gli-Sufu block: -4

What do the screens show for `Cc1ccc(C(CC(=O)NCc2ccco2)c2ccccc2)c(O)c1` (stereo not given)?
CCR6 antagonist: -4; UBC13 polyUb: -8; 697 NFkB inh: -5; Jurkat NFkB inh: 11; EBI2 antag: -5; SENP8 inh: 0; Apaf1 inhib: 16; Gli-Sufu block: -8

How did Cc1ccc(C)c(-c2cc(C(=O)Nc3sc(C)c(C)c3C(N)=O)c3ccccc3n2)c1 do in these assays?
CCR6 antagonist: 22; UBC13 polyUb: -1; 697 NFkB inh: 0; Jurkat NFkB inh: -1; EBI2 antag: 7; SENP8 inh: -2; Apaf1 inhib: 4; Gli-Sufu block: 4

How did COc1ccc(/C(C)=N/OC/C(O)=C(\C#N)c2nc3ccccc3[nH]2)cc1 do in these assays?
CCR6 antagonist: 9; UBC13 polyUb: -24; 697 NFkB inh: -15; Jurkat NFkB inh: -7; EBI2 antag: -16; SENP8 inh: -10; Apaf1 inhib: 5; Gli-Sufu block: 7

How did Cc1c(OCC(=O)NCC(O)c2ccccc2)ccc2c(-c3ccccc3)cc(=O)oc12 (stereo not given) do in these assays?
CCR6 antagonist: 1; UBC13 polyUb: 7; 697 NFkB inh: 23; Jurkat NFkB inh: 1; EBI2 antag: 22; SENP8 inh: 1; Apaf1 inhib: 13; Gli-Sufu block: 13

What do the screens show for `Cc1ccc(Cn2c(N3CCN(C)CC3)nc3c2c(=O)[nH]c(=O)n3C)cc1`?
CCR6 antagonist: -8; UBC13 polyUb: 0; 697 NFkB inh: -5; Jurkat NFkB inh: 0; EBI2 antag: 1; SENP8 inh: -11; Apaf1 inhib: 1; Gli-Sufu block: 25

How did COC(=O)[C@H](C)NC(=O)Nc1ccc(Oc2ccccc2)cc1 do in these assays?
CCR6 antagonist: 7; UBC13 polyUb: 0; 697 NFkB inh: -37; Jurkat NFkB inh: -1; EBI2 antag: -7; SENP8 inh: 1; Apaf1 inhib: -5; Gli-Sufu block: -11

What do the screens show for `O=C(Nc1ccc2c(c1)OCO2)C1CC(c2cccc(Br)c2)=NO1` (stereo not given)?
CCR6 antagonist: 8; UBC13 polyUb: 7; 697 NFkB inh: 3; Jurkat NFkB inh: 12; EBI2 antag: 6; SENP8 inh: 2; Apaf1 inhib: 5; Gli-Sufu block: -14

How did CCOC(=O)c1cc[nH]c1CC(=O)NC do in these assays?
CCR6 antagonist: -15; UBC13 polyUb: 3; 697 NFkB inh: 9; Jurkat NFkB inh: -28; EBI2 antag: -7; SENP8 inh: -3; Apaf1 inhib: 4; Gli-Sufu block: 1

Results for COc1cc([N+](=O)[O-])ccc1NC(=O)CSc1nncn1-c1cccnc1 ?
CCR6 antagonist: 0; UBC13 polyUb: -3; 697 NFkB inh: 7; Jurkat NFkB inh: -14; EBI2 antag: -13; SENP8 inh: -3; Apaf1 inhib: -2; Gli-Sufu block: -7

This is a subset, so the mix of outcomes need not match the whole.
